Bioassay records: PubChem BioAssay, National Center for Advancing Translational Sciences (NCATS)
ERK EGF inh: qHTS Assay for Inhibitors of the ERK Signaling Pathway using a Homogeneous Screening Assay; Stimulation with EGF. Potency, µM (series often up to 11.5 µM), without a hit: at the highest dose activity change, negative = inhibition, usual class: inhibitors. hit rate 0.41% among 130,000. HEK293-V1b, EGF-stimulated phospho-ERK AlphaScreen; active = well fitted inhibition curve with a large enough effect; inconclusive = small, poorly fitted or top-dose-only effect, or effect the other way;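 note: plate controls were stimulated vehicle wells for no effect and unstimulated vehicle basal for full effect; nearly all actives have a fitted effect of over 55% in size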
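EGF-stimulated (25 nM, 5 min) phospho-ERK in HEK293 cells stably expressing V1b, cells pretreated 30 min with compound at 37C. Homogeneous AlphaScreen read on lysates.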
Starred values were filed as active, the others as inactive; ? = inconclusive; [ ] = another dose, or the depositor's remark. Potency is the fitted concentration of half-maximal effect.

SMILES	ERK EGF inh
CCC(=O)N(Cc1ccc(S(N)(=O)=O)cc1)C1CC(=O)N(c2ccccc2)C1=O (stereo unspecified)	3.6%
COCCCn1c(SCC(=O)O)nc2cc(OC)c(OC)cc2c1=N	-7.1%
O=C(O)/C(=C1\OC(=O)c2ccccc21)c1ccccc1	2.1%
CCc1ccccc1NC(=O)c1cccc(NC(=O)/C=C/c2ccco2)c1	6.3%
CCOC(=O)NC(=O)/C(C#N)=C\Nc1ccc(Cl)cc1Cl	2.3%
NS(=O)(=O)c1ccc(CCNC(=O)CCCCCn2c(=S)[nH]c3ccc(Br)cc3c2=O)cc1	-2.6%
CN(C)S(=O)(=O)N(CC(=O)NCCSCc1ccccc1)c1ccccc1	5.2%[57.5 µM]
COc1ccc(-c2cnnc(N/N=C/c3c(C)nn(-c4ccccc4)c3Cl)n2)cc1	15.1%
O=C(Nc1nc2ccccc2s1)c1cc(-c2ccco2)nc2ccccc12	-4.1%
O=C(Nc1ccccc1C(=O)N1CCCC1)C1COc2ccccc2O1 (stereo unspecified)	-4.3%
CC1(C)Cc2nc3oc4c(SCC(N)=O)ncnc4c3cc2CO1	-23.6%[57.5 µM]
O=C1CCCN1c1nccs1	0.6%
CN(C)CCCNCCCNC(=O)/C(=N\O)c1ccccc1	-3.9%[57.5 µM]
FC(F)(F)c1cc(-c2cccs2)nc2cc(-c3cccs3)nn12	-5.1%[57.5 µM]
O=C(NNC(=S)Nc1ccc(F)c(Cl)c1)C1CC1	-4.1%
Cc1ccc(S(=O)(=O)N2CCCCC2)cc1NC(=O)CCOc1ccccc1	-1.1%
Cc1ccc(C(=O)c2cc([N+](=O)[O-])ccc2N2CCCCC2)cc1C	-1.3%
CC1CCCN(CCOc2ccc3ccccc3c2Br)C1 (stereo unspecified)	-1.5%
Cc1ccccc1N=C1SC(CC(=O)Nc2ccc3ccccc3c2)C(=O)N1Cc1ccccn1 (stereo unspecified)	21.9%
CCCOC1CCCN(C(=O)CCc2nnc(CCCCc3ccccc3)o2)C1 (stereo unspecified)	?
Cc1ccc(S(=O)(=O)C2C(=O)N(C)C3(C)CC2c2ccccc2O3)cc1 (stereo unspecified)	-2.9%
Cc1cccc(C)c1C(OCCN(C)C)C1CCCCC1 (stereo unspecified)	2.0%
O=C(CN(c1ccc(Br)cc1)S(=O)(=O)c1ccc(Cl)c([N+](=O)[O-])c1)NCCc1ccccc1	10.9%
O=[N+]([O-])c1ccc(SCc2ccco2)cc1N1CCOCC1	?
Cc1c(N2C(=O)C3C4C=CC(C5CC45)C3C2=O)c(=O)n(-c2ccccc2)n1C (stereo unspecified)	-3.8%[57.5 µM]
c1ccc(-c2nnsc2-c2nc3ccccc3[nH]2)cc1	3.1%
O=C(/C=C/c1c[nH]c2ccccc12)c1cccc2ccccc12	?
C=CCNCCOc1c(C)cc(C)cc1Cl	3.0%
CCN(C(=O)CN1CCN(Cc2ccccc2)CC1)c1c(N)n(Cc2ccccc2)c(=O)[nH]c1=O	-1.9%
COc1ccc(C/C(C)=N/NC(=S)Nc2ccc(Cl)cc2)cc1	-2.4%[57.5 µM]
O=C(CSc1nnnn1C1CCCC1)NCc1cccs1	0.9%
O=C(c1ccc(-c2ccccc2)cc1)c1ccc([N+](=O)[O-])cc1	?
O=C(NNc1cc(N2CCOCC2)nc(N2CCOCC2)n1)c1ccc([N+](=O)[O-])cc1	5.8%
COc1ccc(-c2cc(C(=O)Nc3c(C)n(C)n(-c4ccccc4)c3=O)no2)cc1OC	?
O=C(Cc1ccccc1)NCC(=O)N/N=C/c1cccnc1	-6.3%[57.5 µM]
Cc1cc(NC(=O)CN2C(=O)NC3(CCCCCC3)C2=O)no1	-13.4%[57.5 µM]
O=C(CN1C(=O)C2C3CC(C(Br)C3Br)C2C1=O)OCC(=O)c1cccc([N+](=O)[O-])c1 (stereo unspecified)	3.2%
Cc1ccc(S(=O)(=O)Nc2ccccc2C(=O)OC(C)C(=O)Nc2ccc3ccccc3c2)cc1[N+](=O)[O-] (stereo unspecified)	22.9%
O=[N+]([O-])c1ccc(Nc2nc(Cl)nc(NCCO)n2)cc1	5.0%
COc1cc(/C=N/NC(=O)c2cc(C3CC3)[nH]n2)ccc1O	-5.8%[57.5 µM]
O=C(Cc1ccccc1)N1CCN(S(=O)(=O)c2cccc([N+](=O)[O-])c2)CC1	-20.5%
O=c1c2ccccc2nc2n1C(CBr)CS2 (stereo unspecified)	-7.2%
CCC(=O)Nc1ccccc1Sc1ncnc2scc(-c3ccccc3)c12	13.8%
CC(=O)NC1=NN(C(C)=O)C(c2cccs2)S1 (stereo unspecified)	-2.2%
Cc1ccc(CSCC(=O)N2CCN(Cc3ccc4c(c3)OCO4)CC2)cc1	2.0%
CN1CCN(c2nc(-c3ccccc3)ncc2S(=O)(=O)c2ccccc2)CC1	-7.2%
CCC1=C2CC[C@H]3C(=O)N(CC)C(=O)[C@H]3[C@H]2[C@@]2(C)C(=O)N(CC(=O)OC)C(=O)N2C1=O	?
CCOC(=O)c1sc2nc(C)nc(Nc3ccc(OC)c(OC)c3)c2c1C	5.4%
CCOC(=O)C1CCC(CN(Cc2ccccc2C)S(=O)(=O)c2ccc([N+](=O)[O-])cc2)CC1 (stereo unspecified)	?
Nc1[nH]nc2nc3ccccc3nc12	14.3%
CCC(C)NC(=O)c1nc2c(nnn2Cc2ccccc2Cl)c(=O)[nH]1 (stereo unspecified)	-2.3%
CSc1ccccc1-c1n[nH]c(=S)o1	-5.7%
CC(C)(C)c1nc2c(Br)cc(Br)cc2c(=O)o1	2.1%
Cc1ccc(-c2csc3ncnc(Oc4ccc5c(C)cc(=O)oc5c4)c23)cc1	11.7%
O=C(Nc1ccc(Cl)cc1)N(Cc1nc2ccccc2c(=O)[nH]1)Cc1cccs1	?
CC1Cc2ccccc2N1S(=O)(=O)c1cnc(Cl)c(Cl)c1 (stereo unspecified)	1.0%[57.5 µM]
Cc1ccc2cc(/C=C(\C#N)C(N)=O)c(N3CCCCC3)nc2c1	3.7%
CCc1ccc(N2CC(C(=O)N/N=C/c3cc([N+](=O)[O-])ccc3O)CC2=O)cc1 (stereo unspecified)	5.1%
FC(F)(F)c1ccccc1NC(=S)NC1CCN(Cc2ccccc2)CC1	5.4%
CN(Cc1ccccc1)CC(O)COc1ccc(CNCCc2ccncc2)cc1 (stereo unspecified)	-6.4%

(listing goes on)
SMILES	ERK EGF inh
C/C(=N\NC(=O)c1cccc(N/N=C(\C)c2ccco2)c1)c1ccco1	3.0%
Cc1cc(C)c2c(N=NN3CCOCC3)[nH]nc2n1	2.1%
Cc1ccc(S(=O)(=O)N/N=C/c2c(F)cccc2Cl)cc1	1.6%
O=C(Cc1cc(=O)[nH][nH]1)N/N=C/c1cccc2ccccc12	6.4%
O=C(NNC(=O)c1cccc(-n2cnnn2)c1)c1ccccc1	1.0%
CCN(C(=O)Cc1nc(N)n[nH]1)C1(C(=O)Nc2ccccc2)CCCCC1	5.7%
C=CCc1ccc(OCC(O)CN2CCN(Cc3ccccc3)CC2)c(OC)c1 (stereo unspecified)	-3.5%
O=S(=O)(c1ccc(Cl)cc1)N1CCN=C1SCc1cccc(Cl)c1	2.1%
COc1ccc(/C=C/C(=O)NCCSCc2ccco2)cc1	-3.4%
Cc1ccc(N2C(=O)C3NN=C(C(=O)OCc4ccccc4)C3C2=O)cc1 (stereo unspecified)	3.7%
c1ccc(CN2CCN(CCOCCOc3cccc4ccccc34)CC2)cc1	-2.8%
CCOC(=O)c1sc2nc(C)cc(-c3ccccc3)c2c1N	?
O=C(N/N=C/c1cccnc1)c1cccc(S(=O)(=O)N2CCCC2)c1	-3.7%
C#CCOCCOCCOCCNc1nc(N2CCN(C(=O)[C@H](C(C)C)n3cc(CCO)nn3)CC2)nc(N2CCN(C(=O)[C@H](CCCCN)n3cc(CCCC)nn3)CC2)n1	3.4%
Cc1nc(N2CCN(c3ccccc3)CC2)[nH]c(=O)c1CCC(C)C	-6.8%
CC1CCN(C(=O)/C=C/c2ccc(C(C)(C)C)cc2)CC1	-5.5%
Cc1nnc(SCC(=O)Nc2ccc(Cl)cn2)[nH]c1=O	-6.3%
Brc1cccc(CNc2nc3ccccc3n2CCN2CCOCC2)c1	-6.0%
Cn1ccc(C(=O)N/N=C/c2ccccc2[N+](=O)[O-])n1	15.4%[57.5 µM]
O=C(c1cccc(Br)c1)c1conc1C(=O)c1ccco1	-11.2%
CCOC(=O)c1ccc(NNC(C)=O)c([N+](=O)[O-])c1	-10.4%
COc1cc(CC(=O)OCC(=O)Nc2cc([N+](=O)[O-])ccc2Cl)cc(OC)c1OC	10.9%
COc1ccccc1NC(=O)c1ccc(NC(=O)CN2CCN(C(=O)c3ccco3)CC2)cc1	6.7%
NCC1CCC(C(=O)O)CC1 (stereo unspecified)	14.1%
COc1ccc2nc(C)cc(SCC(=O)N/N=C/c3ccccc3)c2c1	7.2%
C/C=C(/C)C(=O)Nc1cccc(C2=NOC3(C2)C[C@@H](C(N)=O)N(C(=O)CC)C3)c1 (stereo partly specified)	9.7%[57.5 µM]
O=c1cc(N2CCCCC2)c(-c2ccccc2)nn1Cc1ccc(F)cc1	-9.6%
CC(C)N1CCc2c(sc(NC(=O)CCc3ccccc3)c2C(N)=O)C1	3.1%
CCc1ccc(NC(=O)CN(N=Nc2nonc2C)c2nonc2C)cc1	-4.6%
CCO[C@@H]1OC(C(=O)NCc2ccccc2)=C[C@H](C)[C@H]1CCCO	-7.9%[57.5 µM]
Nc1nc2ccc(OC(F)(F)F)cc2s1	?
COc1ccc(C(=O)C2CCCN(Cc3ccc4nonc4c3)C2)cc1OC (stereo unspecified)	2.4%
CC(OC(=O)c1cc2c(ccc3ccccc32)oc1=O)c1nc2ccccc2s1 (stereo unspecified)	-3.4%
CN(C)CCCN1c2ccccc2Sc2ccc(C(F)(F)F)cc21	18.4%
Nc1nc(CCl)nc(N(c2ccccc2)c2ccccc2)n1	-0.5%[57.5 µM]
Cc1ccc(N/N=C(\C#N)C(=N)N2CCCCC2)cc1	1.4%[57.5 µM]
C(=N\N1CCN(c2ccccn2)CC1)/c1ccccn1	2.4%[57.5 µM]
CN(C)c1ncc2ncc(=O)n(Cc3ccc(F)cc3)c2n1	8.0%
S=C(Nc1cccc(Cl)c1)N1CCN(Cc2ccccc2)CC1	6.4%
Cc1ccc(-c2ccc(/C=N/NC(=O)c3ccccc3O)o2)cc1	?
O=S(=O)(c1ccc(NC(=S)NC2CC2)cc1)N1CCOCC1	1.3%
CN1CCN(c2ncc(CN3C(=O)c4ccccc4C3=O)s2)CC1	-4.8%
CC(=O)NC1(c2nnnn2CCOC(=O)Nc2ccc(Cl)cc2)CCCC1	-1.1%
CCOC(=O)C(C)n1nc(-c2ccccc2)c2ccccc2c1=O (stereo unspecified)	1.3%
O=c1c2c3nc4ccccc4nc3n(/N=C/c3ccccn3)c2ncn1-c1ccccc1	-3.1%[57.5 µM]

Arranged by the number under ERK EGF inh (ascending): three from the list above.
SMILES	ERK EGF inh
CC(OC(=O)c1cc2c(ccc3ccccc32)oc1=O)c1nc2ccccc2s1 (stereo unspecified)	-3.4%
O=S(=O)(c1ccc(NC(=S)NC2CC2)cc1)N1CCOCC1	1.3%
S=C(Nc1cccc(Cl)c1)N1CCN(Cc2ccccc2)CC1	6.4%

Not a retest: 16 of the compounds above.
SMILES	ERK EGF inh
CCO[C@@H]1OC(C(=O)NCc2ccccc2)=C[C@H](C)[C@H]1CCCO	-7.9%[57.5 µM]
Nc1nc2ccc(OC(F)(F)F)cc2s1	?
COc1ccc(C(=O)C2CCCN(Cc3ccc4nonc4c3)C2)cc1OC (stereo unspecified)	2.4%
CC(OC(=O)c1cc2c(ccc3ccccc32)oc1=O)c1nc2ccccc2s1 (stereo unspecified)	-3.4%
CN(C)CCCN1c2ccccc2Sc2ccc(C(F)(F)F)cc21	18.4%
Nc1nc(CCl)nc(N(c2ccccc2)c2ccccc2)n1	-0.5%[57.5 µM]
Cc1ccc(N/N=C(\C#N)C(=N)N2CCCCC2)cc1	1.4%[57.5 µM]
C(=N\N1CCN(c2ccccn2)CC1)/c1ccccn1	2.4%[57.5 µM]
CN(C)c1ncc2ncc(=O)n(Cc3ccc(F)cc3)c2n1	8.0%
S=C(Nc1cccc(Cl)c1)N1CCN(Cc2ccccc2)CC1	6.4%
Cc1ccc(-c2ccc(/C=N/NC(=O)c3ccccc3O)o2)cc1	?
O=S(=O)(c1ccc(NC(=S)NC2CC2)cc1)N1CCOCC1	1.3%
CN1CCN(c2ncc(CN3C(=O)c4ccccc4C3=O)s2)CC1	-4.8%
CC(=O)NC1(c2nnnn2CCOC(=O)Nc2ccc(Cl)cc2)CCCC1	-1.1%
CCOC(=O)C(C)n1nc(-c2ccccc2)c2ccccc2c1=O (stereo unspecified)	1.3%
O=c1c2c3nc4ccccc4nc3n(/N=C/c3ccccn3)c2ncn1-c1ccccc1	-3.1%[57.5 µM]

Other records:
SMILES	ERK EGF inh
CCOc1ccc(CCNC(=O)COC(=O)c2nc3nc(C)cc(C)n3n2)cc1OCC	-1.6%
CCCC(c1nnnn1C(C)(C)C)N1CCN(c2ccccc2)CC1 (stereo unspecified)	-1.8%
C/C(=N/Nc1nc(-c2ccccc2)cc(-c2ccccc2)n1)c1ccc(N)cc1	-6.1%
CCS(=O)(=O)Nc1cccc(-c2nc3cccnc3s2)c1	-5.1%[57.5 µM]
CC(=O)Nc1ccc(C(=O)OCC(=O)Nc2ccccc2Sc2ccccc2)cc1	1.6%
O=C(O)CCCn1cc(NC(=O)c2c(F)cccc2F)cn1	-1.3%
Cc1c(N=C2SCC(=O)N2/N=C\c2ccc(Br)cc2)c(=O)n(-c2ccccc2)n1C	-4.0%
CN(C)S(=O)(=O)c1cccc(NC(=O)COC(=O)c2c[nH]c(=O)[nH]c2=O)c1	0.7%
O=C(Cc1ccccc1)NCC(=O)OCC(=O)c1ccc(Cl)c([N+](=O)[O-])c1	15.2%
O=C(CSc1ccc2ccccc2c1)Nc1nc2ccccc2[nH]1	-8.4%
Cc1ccc(/C([O-])=C(/C(=S)NCCN2CCOCC2)[n+]2ccccc2)cc1[N+](=O)[O-]	-9.0%
COc1ccc(C(=O)NC(=S)NCCc2ccccc2)cc1	-2.9%

An excerpt; rates above refer to the full screens.
